Bioassay records deposited in PubChem BioAssay by several laboratories.
F-actin modifier: cytoskeleton assembly modification; actives 0.18% (n = 91,000); HUVEC TNFa F-actin phalloidin imaging, high content; inhibition, % at 2 µM;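 active means inhibition above the batch mean plus 3 SD and confirmed as a hit by visual image inspection, cut at about 30% in these data, passing the limit was not always enough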; further: strong numbers were not always called active
HUVEC tox TNFa: HUVEC cytotoxicity counter-screen, TNF alpha stimulated; cell count reduction, % at 2 µM; HUVEC TNFalpha-stimulated, Hoechst cell count, imaging; AID 848; actives 0.17% (n = 93,000);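 active means cell count reduction exceeding the screen mean by over 5 SD, scaled to untreated wells per plate, cut at about 78% in these data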;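 further: cells counted after 24 h of TNF alpha exposure following the 1 h pretreatment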
LYP inh 2: inhibitors of human LYP (PTPN22) phosphatase. Q9Y2R2. recombinant LYP catalytic domain, DiFMUP fluorescence. inhibition, % at 2 µM. actives 0.21% (n = 96,000). AID 640;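 active means inhibition at 2 µM at or above a set limit, the screen mean plus 3 SD, cut at about 24% in these data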;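 further: 0% = DMSO with enzyme and 100% = enzyme fully blocked by orthovanadate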
Smad3 FoxH1 inh: inhibitors of human Smad3 transcription factor binding; inhibition, % at 25 µM; actives 0.29% (n = 88,000); AID 630; TR-FRET Smad3/Dy647-FoxH1 peptide binding, europium anti-His; P84022;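 active means compounds that reduce the energy-transfer binding signal between the protein and its labelled peptide by more than half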;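 further: 0% = Smad3 plus labelled peptide maximal FRET and 100% = peptide-only background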
Target sequence (P84022 whole entry, looked up): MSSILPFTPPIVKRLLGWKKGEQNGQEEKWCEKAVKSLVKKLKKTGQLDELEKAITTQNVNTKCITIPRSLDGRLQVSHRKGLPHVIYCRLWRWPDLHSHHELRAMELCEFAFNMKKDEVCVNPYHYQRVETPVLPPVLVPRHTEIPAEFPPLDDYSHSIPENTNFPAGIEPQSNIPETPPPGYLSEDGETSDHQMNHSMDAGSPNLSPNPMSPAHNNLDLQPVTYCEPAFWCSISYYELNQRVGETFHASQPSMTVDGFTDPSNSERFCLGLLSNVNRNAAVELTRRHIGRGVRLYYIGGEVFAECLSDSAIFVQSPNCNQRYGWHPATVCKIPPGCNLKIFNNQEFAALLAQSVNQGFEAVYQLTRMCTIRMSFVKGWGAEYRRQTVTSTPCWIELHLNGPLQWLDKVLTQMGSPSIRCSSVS
MT1-MMP txn act: MT1-MMP promoter transcription activation | actives 0.16% (n = 86,000) | activation factor at 10 µM | HT1080 MT1-MMP promoter luciferase reporter, luminescence, overnight; active compounds read high | AID 750;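 active means activation factor of at least 2 for MT1-MMP transcription at 10 µM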
DAT uptake mod: modulates human dopamine transporter uptake under cocaine; Q01959; LLC-PK1 hDAT cells, [14C]-dopamine uptake with cocaine IC80; actives deviate in either direction; B-score at 10 µM; actives 1.3% (n = 110,000); AID 449768;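 active means Z score or B-score, a plate-position-corrected score, falls beyond the plate's 99.7% confidence bounds, in either direction; inactive means both scores lie inside the 99.7% bounds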;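 further: scored against the spread of the other compound wells on the same plate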
Target sequence (Q01959 whole entry, looked up): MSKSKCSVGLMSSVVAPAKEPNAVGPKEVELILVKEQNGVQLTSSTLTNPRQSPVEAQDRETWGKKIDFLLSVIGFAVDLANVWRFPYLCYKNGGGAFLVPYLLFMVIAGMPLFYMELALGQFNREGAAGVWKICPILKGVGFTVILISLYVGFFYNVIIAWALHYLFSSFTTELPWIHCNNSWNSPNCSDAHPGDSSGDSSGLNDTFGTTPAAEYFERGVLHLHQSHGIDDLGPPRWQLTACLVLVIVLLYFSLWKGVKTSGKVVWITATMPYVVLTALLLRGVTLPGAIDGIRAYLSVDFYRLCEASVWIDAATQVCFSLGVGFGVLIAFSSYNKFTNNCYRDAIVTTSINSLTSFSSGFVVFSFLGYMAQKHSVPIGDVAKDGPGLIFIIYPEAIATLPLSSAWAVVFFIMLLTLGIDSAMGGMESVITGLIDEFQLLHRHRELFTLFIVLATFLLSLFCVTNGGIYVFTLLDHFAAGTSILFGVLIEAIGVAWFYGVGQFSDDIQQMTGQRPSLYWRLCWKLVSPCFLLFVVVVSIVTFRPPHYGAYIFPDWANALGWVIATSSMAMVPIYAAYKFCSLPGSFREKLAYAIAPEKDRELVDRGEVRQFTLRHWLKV
VCAM1 TNFa inh: reduces TNF alpha induced VCAM1 expression in HUVEC; HUVEC TNFa-induced VCAM-1 immunofluorescence, high-content imaging; inhibition, % at 2 µM; actives 0.48% (n = 95,000); AID 802;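 active means inhibition above the batch mean plus 3 SD, with images confirmed as a hit by eye, cut at about 37% in these data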;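 further: 0% = TNF-stimulated DMSO wells and 100% = unstimulated control wells; not every result past the cut was called active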
Calb biofilm kill: kills Candida albicans biofilms. inhibition, % at 6 µM. AID 834. actives 0.14% (n = 85,000). C. albicans biofilm + clotrimazole, Alamar Blue;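 active means inhibition above 20%; inactive means inhibition below 20%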;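 further: preformed 24 hr biofilms exposed to compound for 48 hr; 0% = biofilm without compound and 100% = blank killed by clotrimazole plus chlorhexidine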
HUVEC tox IL1B: toxic to HUVEC cells under IL-1B stimulation | actives 0.41% (n = 94,000) | HUVEC cell count loss, Hoechst imaging, IL-1B stimulated | cell count reduction, % at 2 µM;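 active means cell count reduction more than 3 SD above the screen-wide mean, cut at about 70% in these data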;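 further: normalized per plate to untreated control cells as the no-loss baseline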
An asterisk follows results filed as active; . = no result given; [ ] = another dose, or the depositor's remark. These rows are one share of the data. The share of hits here may be higher or lower than overall.

SMILES	F-actin modifier	HUVEC tox TNFa	LYP inh 2	Smad3 FoxH1 inh	MT1-MMP txn act	DAT uptake mod	VCAM1 TNFa inh	Calb biofilm kill	HUVEC tox IL1B
COc1cccc(NC(=O)Cn2c(=O)oc3ccccc32)c1	-3	-9	2	.	1.4	-1.7	-6	.	-28
CC(C)=CCC/C(C)=C/CC(C)(C)CNCCN1CCNCC1	-7	10	11	-8	0.5	-0.5	12	6	-1
O=C(CCCc1nc(-c2ccccc2Cl)no1)NC1CCCCC1	-7	-4	-20	5	1	-0.59	13	2	-56
CSCCC(C(=O)N1C[C@]2(C)C[C@H]1CC(C)(C)C2)N1C(=O)c2ccccc2C1=O (stereo partly specified)	-31	-11	-1	4	1	1.2	19	1	-14
O=C1CC(N2CCN(C3CCc4ccccc4C3)CC2)C(=O)N1c1ccccc1 (stereo unspecified)	6	-7	-4	3	1.1	-1.8	2	8	-1
O=P(O)(CP(=O)(c1ccccc1)c1ccccc1)c1ccccc1O	17	-1	9	-8	1.2	0.11	6	8	2
Cc1ccc2c(c1)C=CC(C)N2C(=O)c1ccccc1 (stereo unspecified)	-33	4	1	0	1.2	0.6	19	11	15
CCn1cc(C(=O)N2CCN(C3CCCCC3)CC2)c2cc(OC)c(OC)cc2c1=O	.	.	.	25[fluorescence artefact?]	1.1	-0.25	.	5	.
NNS(=O)(=O)c1ccc(Cc2ncc(C(F)(F)F)cc2Cl)s1	9	1	6	-1	1.1	0.028	1	3	-1
CCOC(=O)c1c(C)oc2c1c(C(c1cccnc1)N1CCOCC1)c(O)c1ccccc12 (stereo unspecified)	-6	-6	-1	.	.	1.2	0	.	-2
COc1ccccc1Cn1c(=O)[nH]c2cccnc21	.	-31	2	2	1.2	-0.47	19	10	4
C/C(=N\N=C(/N)SC1CC(=O)N(c2ccc(Cl)cc2)C1=O)c1cccs1 (stereo unspecified)	10	-21	-6	.	.	0.3	2	.	-16
CCc1nnc(NC(=O)C2CC(=O)N(CCc3ccccc3)C2)s1 (stereo unspecified)	-1	-20	-18	28[fluorescence artefact?]	1.1	0.023	-28	3	1
CN(c1ccccc1)S(=O)(=O)c1ccc(C(=O)OCC(=O)NCc2ccco2)cc1	-12	1	-10	2	1	1	24	7	-10
O=C1c2ccccc2-c2onc3ccc(NCCCn4ccnc4)c1c23	-9	-1	-5	4[fluorescence artefact?]	.	0.27	11	7	16
O=C1c2ccsc2SCCN1Cc1ccc(Cl)cc1Cl	.	-3	-9	1	1.2	0.24	7	7	-13
CCn1c(CCNC(=O)c2cccs2)nnc1SCC(=O)Nc1nc(-c2ccccc2)cs1	29	-17	-5	5	1.2	-0.53	-9	8	-34
COc1ccc(OC)c(S(=O)(=O)n2nnc3cc(Cl)ccc32)c1	-26	8	-1	2	1	-0.17	-21	11	23
Cc1cccc2c1OCC/C2=N\NC(=O)COc1ccccc1Cl	13	4	8	.	.	-0.38	3	.	-25
O=C(Nc1cnn(Cc2ccc(Cl)cc2Cl)c1)c1noc2c1CCCC2	.	.	.	8	1.2	1.3	.	8	.
CO/N=C(\c1nonc1N)N1CCN(c2ccc([N+](=O)[O-])cc2Cl)CC1	-18	-8	2	.	.	0.14	-12	.	-52
CCc1ccc(C(=O)NCc2cccs2)s1	.	.	.	-6	1.3	0.036	.	5	.
COc1ccc(-c2cc(C(F)(F)F)n3nc(C(=O)N4CCOCC4)nc3n2)cc1	4	-16	6	.	1	0.27	3	.	3
CCOC(=O)Nc1cc(C)c(Cl)cc1OC	-6	-39	-13	-1	0.9	1.6	-5	12	-10
CCOc1cccc(C(=O)N2CCCCC2c2cccnc2)c1 (stereo unspecified)	4	-2	0	2	1.1	0.12	22	5	-12
SMILES	F-actin modifier	HUVEC tox TNFa	LYP inh 2	Smad3 FoxH1 inh	MT1-MMP txn act	DAT uptake mod	VCAM1 TNFa inh	Calb biofilm kill	HUVEC tox IL1B
COC(=O)c1sc2nc[nH]c(=O)c2c1C	0	-16	-1	.	.	.	-8	.	-21
CCn1nnc(-c2ccccc2NS(=O)(=O)c2ccc(C(=O)OC)cc2)n1	-4	-18	-6	-3	1.1	-0.034	-32	0	-17
CSc1nc(-c2ccco2)nn1C(=O)Cc1ccccc1	2	10	3	-5	1.2	-0.099	-1	-2	7
O=C(NCCSCc1ccc(Cl)cc1Cl)c1ccc(CN2CCOCC2)cc1	5	-10	13	.	.	3.2*	-27	.	-9
CCC(=O)N(Cc1cc(=O)[nH]c2ccccc12)C1CCCCC1	38	-49	-15	-4	1.1	-0.33	9	8	-30
CC(OCC(O)CN(C)CCOc1ccccc1)c1ccc(Cl)cc1 (stereo unspecified)	-16	-7	2	22[fluorescence artefact?]	1.2	0.17	4	3	8
COCCCNC(=O)c1cc2c(=O)n3cccc(C)c3nc2n(C(C)C)c1=N	23	-29	3	-4	1	0.27	12	3	-23
C/C(CC1CC(COCCC(C)C)OC1=O)=N\NC(N)=S (stereo unspecified)	-7	-8	-1	.	.	0.09	-2	.	19
CC(NC(=O)COc1cccc(Br)c1)C(=O)O (stereo unspecified)	43	-2	-21	5[fluorescence artefact?]	0.8	.	-13	10	2
CCCCn1c(/N=C/c2c[nH]c3ccccc23)nc2ccccc21	14	-13	-5	20	1.4	0.015	21	6	-44
CCOC(=O)c1ccccc1NC(=O)CN(c1ccccc1OCC)S(C)(=O)=O	-4	-6	2	.	1.1	-0.1	5	.	-38
COc1nc(OC)nc(N(C)CCO)n1	.	.	.	10	1.1	-0.13	.	4	.
CN=Cc1c(NC)nc2c(C)cccn2c1=O	8	-5	4	6	1.1	-0.018	5	6	-8
COc1ccc(NC(=O)N2CCN(CCC#N)CC2)cc1	7	-16	4	0	0.9	-1.3	6	1	-1
CCCCCn1c(CNC(=O)COC)nc2ccccc21	.	.	.	7	1	0.2	.	3	.
COc1ccc(-n2c(C)cc(C(=O)CSc3nnc(-c4ccoc4C)n3C)c2C)cc1	13	-12	-15	4	1	2	-2	7	-1
CCCCC(=O)NC(=S)Nc1cccc(NC(=O)CC)c1	.	6	5	.	.	0.89	6	.	15
Cc1nn(-c2ccccc2)c(C)c1NS(=O)(=O)c1ccccc1	-13	-1	7	4	0.8	0.45	0	4	-2
Cc1ccc(-c2cc(-c3ccccc3C)[nH]n2)c(O)c1	-2	-8	1	-9	1.8	-0.033	-4	0	6
Cc1ccc(S(=O)(=O)N(CC(=O)N2CCC(C(N)=O)CC2)c2cccc(C(F)(F)F)c2)cc1	26	-41	-9	2	1.2	-0.59	8	6	-8
O=C(O)CCCC(=O)NCCc1ccncc1	4	-8	-9	-2	1.1	0.052	17	0	4
COc1cccc(C(=O)COC(=O)C(C)N2C(=O)c3ccccc3C2=O)c1 (stereo unspecified)	-2	-14	1	1	1	0.28	-36	.	-3
CCCCNC(=O)c1onc(CSc2ccc(OC)cc2)c1C(=O)O	35	-12	1	.	.	.	-1	.	10
COc1ccc(Cl)c(N2CCN(CCCNC(=O)Nc3ccc(C)cc3)CC2)c1	-1	-3	-2	-2	1.2	.	6	9	-14
COC(=O)c1ccccc1NC(=O)N1CCN(C/C=C/c2ccccc2)CC1	2	-10	-12	0	1	0.11	-9	5	-16

Ordered by formula weight (rising): some entries from above.
SMILES	F-actin modifier	HUVEC tox TNFa	LYP inh 2	Smad3 FoxH1 inh	MT1-MMP txn act	DAT uptake mod	VCAM1 TNFa inh	Calb biofilm kill	HUVEC tox IL1B
COc1nc(OC)nc(N(C)CCO)n1	.	.	.	10	1.1	-0.13	.	4	.
COC(=O)c1sc2nc[nH]c(=O)c2c1C	0	-16	-1	.	.	.	-8	.	-21
CN=Cc1c(NC)nc2c(C)cccn2c1=O	8	-5	4	6	1.1	-0.018	5	6	-8
COc1ccc(NC(=O)N2CCN(CCC#N)CC2)cc1	7	-16	4	0	0.9	-1.3	6	1	-1
CCCCCn1c(CNC(=O)COC)nc2ccccc21	.	.	.	7	1	0.2	.	3	.
CSc1nc(-c2ccco2)nn1C(=O)Cc1ccccc1	2	10	3	-5	1.2	-0.099	-1	-2	7
CC(NC(=O)COc1cccc(Br)c1)C(=O)O (stereo unspecified)	43	-2	-21	5[fluorescence artefact?]	0.8	.	-13	10	2
CCC(=O)N(Cc1cc(=O)[nH]c2ccccc12)C1CCCCC1	38	-49	-15	-4	1.1	-0.33	9	8	-30
CCCCn1c(/N=C/c2c[nH]c3ccccc23)nc2ccccc21	14	-13	-5	20	1.4	0.015	21	6	-44
Cc1nn(-c2ccccc2)c(C)c1NS(=O)(=O)c1ccccc1	-13	-1	7	4	0.8	0.45	0	4	-2
CC(OCC(O)CN(C)CCOc1ccccc1)c1ccc(Cl)cc1 (stereo unspecified)	-16	-7	2	22[fluorescence artefact?]	1.2	0.17	4	3	8
COC(=O)c1ccccc1NC(=O)N1CCN(C/C=C/c2ccccc2)CC1	2	-10	-12	0	1	0.11	-9	5	-16
Cc1ccc(S(=O)(=O)N(CC(=O)N2CCC(C(N)=O)CC2)c2cccc(C(F)(F)F)c2)cc1	26	-41	-9	2	1.2	-0.59	8	6	-8

Next structures.
SMILES	F-actin modifier	HUVEC tox TNFa	LYP inh 2	Smad3 FoxH1 inh	MT1-MMP txn act	DAT uptake mod	VCAM1 TNFa inh	Calb biofilm kill	HUVEC tox IL1B
CCOc1ccc(N(CC(=O)OC)S(=O)(=O)c2ccc(OC)c(OC)c2)cc1	20	-23	1	10	1.1	1.3	10	5	-3
Cc1nc(NCc2ccc3c(c2)OCO3)c2nnn(Cc3ccccc3)c2n1	.	.	.	3	1.1	-0.36	.	5	.
CC1(C)Cc2c(C#N)c(SCCOc3ccccc3)nc(N3CCOCC3)c2CO1	-20	4	5	-2	1.4	-0.76	10	1	32
COc1cccc(N2CCN(C(=O)NC3CCCCC3)CC2)c1	1	-8	7	3	1	0.4	-8	.	18
CC(=O)c1cnn(-c2cc(Oc3ccc(F)cc3)ncn2)c1C	-8	-2	-15	.	.	-0.97	-51	.	-2
Nc1cccc(-c2nc3cc(S(=O)(=O)c4ccc5oc(-c6cccc(N)c6)nc5c4)ccc3o2)c1	-6	-18	5	.	.	-0.34	11	.	-9
CCOC(=O)CN1C(=O)C(O)=C(C(C)=O)C1c1ccc([N+](=O)[O-])cc1 (stereo unspecified)	-6	-16	0	10	1	0.22	10	8	4
CN(C)S(=O)(=O)c1ccc(C(=O)NCCOc2ccc(F)cc2)cc1	7	-19	-2	6	1.5	0.039	-2	3	-7
COCC(=O)Nc1nc2n(n1)C(c1ccccc1Cl)CC(c1ccc(OC)cc1)N2 (stereo unspecified)	44	-22	4	12	1	0.35	1	5	7
O=C(Nc1ccc(F)cc1)C1CCCN(S(=O)(=O)c2cccc3cccnc23)C1 (stereo unspecified)	-15	-10	2	11[fluorescence artefact?]	1.1	-0.29	14	8	0
Cc1ccc(-c2nn(-c3ccccc3)cc2CO)o1	12	-33	-4	9	1.8	1.7	-16	-4	-14
Cc1ccccc1NC(=O)c1ccc2c(c1)OCCO2	-8	-7	-4	-16	.	-0.013	7	11	-14
